FBPA Giardia inh: qHTS Assay for Inhibitors of Fructose-1,6-bisphosphate Aldolase from Giardia Lamblia | A8B2U2 | purified Giardia FBPA | Potency, µM (series often up to 59.6 µM), without a hit: at the top dose activity, negative = inhibition, usual class: inhibitors | 290,000 tested, 0.71% active; also: potency is read from the fitted curve at half-maximal effect; % is scaled to controls: 0 for no effect and ±100 for the full control effect; nearly all actives have a fitted effect of over 55% in size
Target sequence (A8B2U2 whole entry, looked up): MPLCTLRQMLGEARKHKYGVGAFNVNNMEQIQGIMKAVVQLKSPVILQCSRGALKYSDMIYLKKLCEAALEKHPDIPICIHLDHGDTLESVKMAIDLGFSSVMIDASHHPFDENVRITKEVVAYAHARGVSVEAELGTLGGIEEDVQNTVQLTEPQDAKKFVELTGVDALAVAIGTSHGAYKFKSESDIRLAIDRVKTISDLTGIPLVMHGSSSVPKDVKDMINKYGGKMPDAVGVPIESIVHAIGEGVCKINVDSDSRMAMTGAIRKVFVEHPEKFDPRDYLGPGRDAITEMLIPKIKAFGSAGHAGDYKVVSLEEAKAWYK
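40 nM FBPA preincubated 10 min at RT with compound (up to 57.5 uM final), then substrate plus GAPDH/TPI/NAD/arsenate coupling and diaphorase/resazurin added. Fluorescence read after 20 min at RT, 525/598 nm.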
CHX counter: Cycloheximide Counterscreen for Small Molecule Inhibitors of Shiga Toxin; max response, %; 300,000 tested, 12% active; AID 2314, 2010; cell reporter, cycloheximide protein synthesis inhibition counterscreen; in the data active = max response mostly above about 13%, no sharp cut-off; inactive = mostly below about 14%; also: read at 38.3 µM for the half of the compounds with a filed dose; 0% is about no effect
Sm TGR inh: qHTS Assay for the Inhibitors of Schistosoma Mansoni Peroxiredoxins; Schistosoma mansoni thioredoxin glutathione reductase (TGR), Q962Y6; purified TGR, DTNB reduction, TNB absorbance 405 nm; Potency, µM (top dose mostly 114 µM), without a hit: top-dose activity change, negative = inhibition, most hits filed as inhibitors; 360,000 tested, 3% active; also: potency is read from the fitted curve at half-maximal effect; % is scaled to controls: 0 for no effect and ±100 for the full control effect; nearly all actives have a fitted effect of over 60% in size
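First, TGR (20 nM dispensed) and NADPH were mixed with compound. Second, a 15 min room-temperature incubation followed. Third, further NADPH and then DTNB were added to start the reaction. Finally, TNB absorbance was monitored kinetically.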
Shiga inhibitor: A qHTS for Small Molecule Inhibitors of Shiga Toxin | Vero cells, Shiga toxin protein synthesis inhibition reporter | inhibition, % at 38.7 µM | 290,000 tested, 9.2% active; in the data active = inhibition mostly above about 28%, no sharp cut-off; inactive = mostly below about 43%; also: 0% is about no effect
Pf growth 48h: Primary qHTS for delayed death inhibitors of the malarial parasite plastid, 48 hour incubation. P. falciparum luciferase growth in erythrocytes, 48 h. Potency, µM (top dose mostly 28.7 µM), inactives show top-dose activity change, negative = inhibition, usual class: inhibitors. 310,000 tested, 5.9% active. AID 504832, 2011; also: potency is read from the fitted curve at half-maximal effect; % is scaled to controls: 0 for no effect and ±100 for the full control effect
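Compounds are pin-transferred into medium, infected erythrocytes (2% hematocrit, 0.1% parasitemia final) are added, and plates sit one parasite generation at 37 C in 5% CO2. Detection reagent is then added and luminescence measured.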
Pf growth 96h: Primary qHTS for delayed death inhibitors of the malarial parasite plastid, 96 hour incubation. P. falciparum luciferase reporter growth, 96 h. Potency, µM (doses to about 28.7 µM), for the others: top-dose activity change, negative = inhibition, most hits filed as inhibitors. 320,000 tested, 6.9% active; also: potency is read from the fitted curve at half-maximal effect; % is scaled to controls: 0 for no effect and ±100 for the full control effect
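Parasite growth measured via integrated firefly luciferase reporter in P. falciparum. Infected erythrocytes at 2% hematocrit, 0.05% parasitemia final were treated 96 hours at 37 C under 5% CO2, and luminescence was read.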
Numbers without * were called inactive; i = inactive; ? = inconclusive; . = no result given; + = active, no number; & = joins results of further samples; [ ] = dose if it differs, or a comment. Unless noted, calls follow the shape of the dose curve; as a rule, active = well fitted curve in the direction sought with a large enough effect; inconclusive = small, poorly fitted or top-dose-only effect, or another doubt; inactive = no such curve, though single readings can be large; an effect the other way counts as inactive or inconclusive.

SMILES	FBPA Giardia inh	CHX counter	Sm TGR inh	Shiga inhibitor	Pf growth 48h	Pf growth 96h
O=C(NCc1ccco1)/C(=C/c1ccco1)NC(=O)c1ccc(Br)o1	-21%	-2	40µM*	-10	?	?
CCCn1c(SCC(=O)Nc2cccc(S(=O)(=O)N3CCCC3)c2)n[nH]c1=O	1%	-1	-2%	-4	?	?
Cc1ccc(NC(=O)OCCNC(=O)OC(C)C)cc1	4%	42*	1%	81*	99%[activator]	-30%
CN1CCN(C(=O)CNC(=O)Cc2ccc(Cl)cc2)CC1	3%	-2	-22%	24	-2%	126%[activator]
O=C(NC(N1CCOCC1)C(Cl)(Cl)Cl)c1cc([N+](=O)[O-])cc([N+](=O)[O-])c1 (configuration not stated)	-7%	-4	37%[activator]	-1	-4%	48%[5.75 µM]
COc1ccc(S(=O)(=O)N(C)CC(=O)N2CCOCC2)cc1Cl	0%	-1	9%	-6	-12%	-10%
COC(=O)Cc1ccc2c3ccccc3n(C)c2c1	-1%	25*	-13%	18	37%[activator]	0%
O=C(CNCCC1=CCCCC1)Nc1ccccc1N1CCCCC1	-25%	-5	5%	-8	13µM*	12%
O=C(CN1C(=O)NC2(CCc3ccccc32)C1=O)c1ccc(Br)s1 (configuration not stated)	.	.	-26%	.	-27%	22%
CCOC(=O)c1[nH]ncc1[C@@H]1C[C@H]2CN(Cc3cccc(Cl)c3)C(=O)[C@]23CCCN13	-1%	-1	-3%	-3	-18%	-21%
Cc1cc(S(=O)(=O)N(Cc2ccc(C(C)(C)C)cc2)Cc2cccs2)ccc1-n1cnnn1	-9%	1	-26%	-14	?	?
O=C(CN(C(=O)CSc1nc2ccccc2o1)c1ccccc1F)NC1CCCCC1	4%	-3	-12%	-14	2%	145%[activator]
Cc1ccc(S(=O)(=O)N2CCC(=O)N([C@H](COCc3ccc(C(F)(F)F)cc3)Cc3ccccc3)CC2)cc1	-3%	9	.	i	.	.
COc1c(C(C)C)oc2cc3oc(=O)ccc3cc12	-2%&5%	60*	8%	34	17%	57%[activator]
CN(C)CCCN1C(=O)C(=O)/C(=C(/O)c2ccc(OCc3ccccc3)cc2)C1c1cccnc1 (configuration not stated)	0%	-8	-18%	1	-2%	-13%
Cc1ccc(-c2cc(C(=O)Nc3cnn(C(C)C)c3)no2)cc1	2%	22*	-2%	-2	33%[activator]	40%[activator]
COc1ccc(NC(=O)C2CCCN(S(=O)(=O)c3c(C)[nH]c(=O)[nH]c3=O)C2)cc1Cl (configuration not stated)	5%	1	?	11	272%[activator]	379%[activator]
CCCc1nc(NC2CCCCC2)c(C#N)c2c1COC(C)(C)C2	-1%	-6	0%	43	-11%	-15%
Cc1ccc2c(c1)c(=O)c1c3n2CCN(CC#N)C3CC1 (configuration not stated)	-3%	1	-12%	5	1%	30%[activator]
N#Cc1nc(-c2cccs2)oc1N1CCN(c2ccccc2)CC1	2%	-2	-3%	-4	0%	5%
Cc1ccc(S(=O)(=O)N2CCOCC2)cc1C(=O)NC(=S)N(Cc1ccccc1)C(C)C	-2%	-5	-6%	7	-3%	?
CCCc1nnc(NC(=O)C2CC(=O)N(CCc3ccc(F)cc3)C2)s1 (configuration not stated)	7%	-4	4%	-3	-14%	25%
O=C(NC1CC1)c1ccc(C2SCC(=O)N2Cc2ccccc2)cc1 (configuration not stated)	4%	-1	2%	14	?	?
O=c1[nH]cnc2nc[nH]c12	?	.	.	.	-9%	-23%
S=c1[nH]nc(/C=C/c2ccccc2)o1	11%	-3	-2%	13	13%	51%[activator]

Next section.
SMILES	FBPA Giardia inh	CHX counter	Sm TGR inh	Shiga inhibitor	Pf growth 48h	Pf growth 96h
[N-]=[N+]=N[C@@H](CCN1CC[C@H](O)CCC1=O)c1ccccc1	2%	4	8%	12	?	-48%
O=S1(=O)CC2N=C(N(Cc3ccc(F)cc3Cl)c3ccccc3F)SC2C1 (configuration not stated)	0%	-2	-16%	-11	?	?
Cn1c(SCC(N)=O)nnc1-c1ccc(S(=O)(=O)N2CCCC2)cc1	.	-5	-3%	-1	42%[activator]	?
O=c1c2ccccc2nc(-c2ccc(Cl)cc2Cl)n1CCCn1ccnc1	.	-4	28%	0	?	?
OC[C@@H](O)[C@@H](O[C@H]1O[C@H](CO)[C@@H](O)[C@H](O)[C@H]1O)[C@H](O)[C@@H](O)CO	9%	-11	13%	-11	.	.
C[C@H](NC(=O)c1ncn(Cc2ccccc2)c1C(=O)N[C@@H](C)c1ccccc1)c1ccccc1	.	.	0%	.	?	8.3µM*
CN(CC(=O)Nc1cccc(F)c1)C(=O)Cc1n[nH]c(=O)c2ccccc12	.	.	-22%	.	0%	-4%
Cc1cc(Cl)ccc1NC(=S)N(CCCN1CCOCC1)Cc1cccs1	-2%	-3	-9%	-5	?	12µM*
COC(=O)c1ccc(/C=C2/C(=O)Oc3ccccc32)cc1	.	-5	-6%	-14	-1%	17%
CC1CCCCC1NC(=O)c1ccc(S(=O)(=O)NCC2CCCO2)cc1 (configuration not stated)	0%	-2	-4%[57.1 µM]	18	0%	-20%
CC1CC(C)(C)N2C(=O)C(=C(C#N)C#N)c3cccc1c32 (configuration not stated)	?	-1	5.6µM*	3	9%	37%[activator]
CN1CCc2c(OCc3ccc(F)cc3)cccc2C1=O	-9%	-2	-16%	-10	-3%	?
COc1ccc(NC(=O)N2CCOCC2)cc1OC	-11%	-3	-6%	-17	3%	.
CCc1nnc(SCC(=O)NCCC2=CCCCC2)nc1CC	2%	13	-13%	-5	23%	-18%
Cc1ccc(CC(=O)Nc2ccc(OC(F)F)c(Cl)c2)cc1C	-9%	-2	-13%	-5	-10%	5%
Cc1cccc(CSc2nnc(-c3ccco3)o2)c1	-7%	32*	3%	89*	0%	?
CCCc1cc(Nc2ccccc2OCC)n2ncnc2n1	.	1	13%	12	?	?
COCCNC(=O)CN(C(=O)CCC(=O)Nc1ccccn1)c1cc(C)ccc1C	1%	-2	?	2	-15%	?
CN(C)S(=O)(=O)c1cccc(NC(=O)CCc2c[nH]c3ccccc23)c1	-6%	11	6%	4	-8%	18%
O=C(CN(c1ccccc1)S(=O)(=O)c1ccc(F)cc1)NC1CCCCCC1	.	3	2%	-5	4%	2.3µM*
CCOC(=O)C1CCN(C(=O)c2cc3cc(F)ccc3[nH]2)CC1	6%	6	-6%	-2	0%	0%
COc1ccc2c(c1)CCc1c(C(=O)Nc3ccc(OC)c(OC)c3)noc1-2	-4%	-1	-3%	-17	18%	5%
Cc1ccc(O)c(NC(=O)c2cc(-c3cccs3)on2)c1	3%	21*	5%	79*	?	14%
Cc1csc(NC(=O)c2ccc(Cl)nc2)n1	-8%	47*	-4%	57*	.	102%[activator]
COc1ccc(N2CC(NS(=O)(=O)c3ccc4ccccc4c3)CC2=O)cc1OC (configuration not stated)	.	.	-2%	.	-3%	-11%

Ordered by length of the SMILES (low to high): part of the list above.
SMILES	FBPA Giardia inh	CHX counter	Sm TGR inh	Shiga inhibitor	Pf growth 48h	Pf growth 96h
Cc1cccc(CSc2nnc(-c3ccco3)o2)c1	-7%	32*	3%	89*	0%	?
CCc1nnc(SCC(=O)NCCC2=CCCCC2)nc1CC	2%	13	-13%	-5	23%	-18%
Cc1ccc(CC(=O)Nc2ccc(OC(F)F)c(Cl)c2)cc1C	-9%	-2	-13%	-5	-10%	5%
Cc1cc(Cl)ccc1NC(=S)N(CCCN1CCOCC1)Cc1cccs1	-2%	-3	-9%	-5	?	12µM*
[N-]=[N+]=N[C@@H](CCN1CC[C@H](O)CCC1=O)c1ccccc1	2%	4	8%	12	?	-48%
COc1ccc2c(c1)CCc1c(C(=O)Nc3ccc(OC)c(OC)c3)noc1-2	-4%	-1	-3%	-17	18%	5%

(cont.)
SMILES	FBPA Giardia inh	CHX counter	Sm TGR inh	Shiga inhibitor	Pf growth 48h	Pf growth 96h
CCOC(=O)c1c(-c2cccs2)csc1NC(=O)CN1CCOCC1	-4%	1	1%	-7	?	-18%
O=C(N/N=C/c1ccc(OC(F)F)cc1)c1cccc(S(=O)(=O)N2CCOCC2)c1	1%	9	-6%	-6	-40%[5.75 µM]	9%
O=c1c2ccccc2nnn1Cc1ccc2ccccc2c1	3%	25*	0%	38	7%	39%
Cc1cccc(C(=O)C2CCN(S(=O)(=O)c3cccc(C(=O)O)c3)CC2)c1	12%	-8	-12%	-2	-15%	16%
Cc1ccc(NC(=O)CN2CCN(C(=O)C3CCCO3)CC2)c(C)c1 (configuration not stated)	.	0	-24%	-3	?	?
CCN(CC)S(=O)(=O)c1ccc(C(=O)NC2CN3CCC2CC3)cc1 (configuration not stated)	-8%	-4	0%	-22	-5%[0.00184 µM]	-16%
CC1=NNC(=O)/C1=C\c1cn(-c2ccccc2)nc1-c1ccc(Cl)cc1	-6%	2	7%	-8	?	?
COc1ccc(N2C(=O)CC(Sc3n[nH]c(-c4ccccc4)n3)C2=O)cc1 (configuration not stated)	-20%	-2	0.32µM*	11	-22%	?
COc1cc(/C=N/NC(=O)C(Cc2c[nH]c3ccccc23)NC(=O)OCC(C)C)cc([N+](=O)[O-])c1O (configuration not stated)	-7%	-1	-20%	10	-30%	12µM*
COc1ccc(CCNC(=O)c2cccnc2)cc1OC	4%	-2	0%	-10	13%	.
CCOC(=O)C1=C(COC(=O)c2cc(OC)c(OC)cc2[N+](=O)[O-])NC(=O)NC1C (configuration not stated)	.	.	0%	.	-11%	-2%
Ic1ccccc1CN[C@@H]1C2CCN(CC2)[C@@H]1C(c1ccccc1)c1ccccc1	.	.	-9%	.	2.6µM*	2.9µM*
COc1ccc(C2C(C(=O)c3cccs3)=C(O)C(=O)N2c2cccc(C)n2)cc1 (configuration not stated)	13%	8	-4%	35	8%	30%[activator]
CCN(C(=O)Cn1nc(C(=O)O)c2ccccc2c1=O)C1CCCCC1	3%	2	0%	12	11%	28%
COc1cc(NC(=O)CSc2nc(C)cs2)cc(OC)c1	21%	9	0%	5	-16%	5%
CC(=O)Nc1ccc(S(=O)(=O)N2CCC(C(=O)NCCc3ccc(Cl)cc3)CC2)cc1	4%	0	-10%	-4	?	?
O=C(NCCC1=CCCCC1)c1ccc(F)cc1	0%	39*	-15%	+	179%[activator]	-18%
O=C(NC1CCCCC1)C(c1ccccc1)N(Cc1ccco1)C(=O)Cn1cnc2ccccc21 (configuration not stated)	-3%	-5	-33%	8	3.7µM*	81%[activator]
CCOc1ccc(N(CC(=O)NC(C)(C)C)C(=O)CCC(=O)Nc2nccs2)cc1	0%	0	-21%	-7	-22%	18%
Cc1ccccc1NC(=S)N(Cc1ccco1)C(C)c1cccs1 (configuration not stated)	-12%	-6	-11%	9	0%	-3%
Cc1cccc(NC(=S)Nc2ccc(Cl)c(Cl)c2)c1	-17%	-2	-30%	17	?	?
Clc1ccccc1CSc1nnc(-c2ccncc2)o1	.	47*	-10%	54*	35%[activator]	0%
COc1ccccc1-c1cc(C(F)(F)F)nc(S(C)(=O)=O)n1	2%	-3	28µM*	-15	.	?
Cc1ccc(NC(=O)c2ccc(=O)[nH]n2)cc1C	4%	48*	10%	100*	80%[activator]	100%[activator]
O=C(COC(=O)c1ccccn1)NCc1ccccc1Cl	1%	1	0%	9	-2%	?
Cc1cc(C)nc(SCC(=O)NNC(=O)c2ccccc2C)n1	3%	2	-2%	1	-22%	57%[activator]
N#CCC(=O)NC(=O)NCC1CC1	-11%&-19%	-4	-9%	-5	14%	?
CC(C)(C)C1CCC(=NNC(=O)C(=O)NCc2ccco2)CC1 (configuration not stated)	0%	1	-1%	-17	9%	13%
COc1ccccc1NC=C1C(=O)OC2(CCCCC2)OC1=O	0%	31*	14%	80	26%	32%[activator]
COc1ccccc1Nc1nc(-c2cccnc2)cs1	1%	34*	7%	36*	23%	-18%

Screening data deposited in PubChem by National Center for Advancing Translational Sciences (NCATS).
